P. falciparum M17LAP – P. falciparum M17LAP inhibitors, primary screen, biochemical, fluorogenic H-Leu-NHMec substrate, 1536-well (AID 1619). recombinant M17LAP, H-Leu-NHMec fluorogenic kinetic assay; higher % means a stronger effect. inhibition, % at 30 µM; hits with a dose series show IC50 in µM. 220,000 compounds, 0.38% hits;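 active = compound inhibiting the enzyme by more than half at any dose during confirmatory dose-response retesting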;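 also: plate controls were full reaction with DMSO carrier for no effect and no enzyme background for full effect; strong numbers were not always called active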
MT stabilizer – microtubule stabilizers in HeLa cells; HeLa tubulin immunostaining HCS, 24 h; share of cells brighter than vehicle mean+2SD; % tubulin-high responders, % at 10 µM; 200,000 compounds, 0.83% hits;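 active = plate Z-score above 3 for both tubulin-high and condensed-nucleus cell shares, with cell loss under 80%, at 10 µM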;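 also: anti alpha tubulin signal scored within the nucleus-defined area of each cell; some results filed as inactive read as strong as hits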
M1AAP inhibition – malaria alanyl aminopeptidase activity blockers – biochemical, fluorogenic H-Leu-NHMec substrate, 1536-well (AID 1445). recombinant M1AAP, H-Leu-NHMec fluorogenic kinetic assay; higher % means a stronger effect. inhibition, % at 30 µM; hits with a dose series show IC50 in µM. 220,000 compounds, 0.42% hits;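 active = primary inhibition above the hit cutoff, then over 50% inhibition at one or more dose response concentrations, cut at about 23% in these data, passing the limit was not always enough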;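 also: plate controls were DMSO full reaction for no effect and no enzyme background for full effect; strong numbers were not always called active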
Autophagy mod – autophagy modulation, high-content screen; MEF GFP-LC3 puncta imaging; test concentration mostly 10 µM; calls only at 10 µM (by protocol); 190,000 compounds, 0.98% hits; AID 463193;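 active = percentage of spot-positive cells more than 3 SD above its plate mean, without a fluorescence outlier flag or 80% toxicity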;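 also: spot-positive cell cutoff set from DMSO-treated cells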
T cell modulator – T cell immune modulation candidate; 2C CD8+ T cell-vesicle binding, flow cytometry; hits give low values; calls only at 7 µM; 330,000 compounds, 0.068% hits; AID 2052;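 active = response, share of CD8 T cells binding vesicles, and their 90th percentile fluorescence all below set limits, cut at about 80% in these data, passing the limit was not always enough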
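Also added: QL9-peptide-loaded Drosophila micro-vesicles bearing Ld, ICAM-1 and B7-1; Test system: purified 2C TCR transgenic mouse naive CD8+ T cells; Measured by: cytometric PE anti-B7-1 and Alexa647 anti-CD8 signals after 1% paraformaldehyde fixation; Timing: binding step 1.5 h, 37 °C, antibody labelling 20 min, ice.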
WT yeast gro inh – growth inhibition of WT yeast, mitochondrial fusion screen; inhibition, % at 10 µM; 190,000 compounds, 2.1% hits; mitochondrial fusion phenotypic screen, WT strain; in the data active = inhibition above about 58%; tested in S. cerevisiae
b-catenin transl – alters nuclear translocation of beta-catenin in HeLa cells; immunofluorescence imaging; nuclear translocation activity, % at 5 µM; 190,000 compounds, 0.3% hits;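 active = nuclear translocation activity above 50% at 5 µM, with a well cell count of 50 or more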;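 also: per-cell ratio of nuclear to cytoplasmic median beta-catenin stain intensity; plate controls were DMSO negative control for no effect and GSK-3 inhibitor IX positive control for full effect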
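Test system: human HeLa cells, endogenous beta-catenin. Times: 24 h compound exposure, 37°C. Measured by: beta-catenin immunofluorescence imaging with DAPI.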
Yfh1-off respiration – mitochondrial function rescue without frataxin homolog – Friedreich's ataxia, plus single-dose screen, dose response (AID 1465) | 220,000 compounds, 0.074% hits | fold induction at 50 µM, or EC50 in µM where a hit was titrated | S. cerevisiae Yfh1-off respiration, WST-1 reduction, 72 h; higher fold induction means a stronger effect;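 active = fold induction of absorbance versus untreated yeast above a set limit, then at least 30% activation at any dose in follow-up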;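 also: activators that raise dye reduction in frataxin-depleted yeast; strong numbers were not always called active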
Dynein cargo inh – blocks dynein driven cargo transport along microtubules. 3617.4 mouse cells, GR-EGFP nuclear translocation imaging; test concentration mostly 20 µM; stimulated with dexamethasone, 1 µM; hits give low values. z-score, hits read low. 220,000 compounds, 0.47% hits;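 active = plate z-score of nuclear minus cytoplasmic receptor signal below a set negative limit, without overly bright fluorescence or cell loss, cut at about -3.5 in these data, passing the limit was not always enough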;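 also: z-score of nuclear minus cytoplasmic ring GR-EGFP intensity difference per well; some compounds called inactive have numbers as strong as hits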
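Buffer or medium: tet-free, stripped-serum medium; reagent: dexamethasone at 1.0 µM final, 30 min; incubation: 48 h induction, 1 h compound, 30 min dex at 37 °C; measured by: formaldehyde fixation, Hoechst nuclear stain, 10x automated fluorescence imaging; read-out: nuclear-to-cytoplasmic GR-EGFP distribution per well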
WT yeast gro inh mutant strain – second read-out of WT yeast gro inh, no call of its own (marks repeat the call); inhibition, %; mitochondrial fusion phenotypic screen, mutant strain inhibition
Dynein cargo inh cytoplasmic EGFP – also measured in Dynein cargo inh; calls as there; z-score; measured here: cytoplasmic GR-EGFP intensity; hits give high values
Dynein cargo inh nuclear GR-EGFP – second read-out of Dynein cargo inh, no call of its own (marks repeat the call); z-score; measured here: nuclear GR-EGFP intensity;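 lower value marks the stronger effect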
Dynein cargo inh cell count – recorded beside Dynein cargo inh, whose call it bears; z-score; measured here: cell count per field
b-catenin transl cell count 5 µM – further read-out of b-catenin transl, marked with its call; cell count; measured here: cell count, cytotoxicity flag
T cell modulator vesicle-bound % – also measured in T cell modulator; calls as there; double positive events, %; measured here: CD8+ vesicle-bound cell fraction;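 binding gate set so that unloaded-vesicle control wells show 10% double positive cells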
MT stabilizer Hoechst-high % – recorded beside MT stabilizer, whose call it bears; % Hoechst-high responders; measured here: nuclear condensation Hoechst responders;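 share of cells brighter than vehicle mean plus two SD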
MT stabilizer cytotoxicity % – second read-out of MT stabilizer, no call of its own (marks repeat the call); toxicity, %; measured here: cytotoxicity by cell density;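 0% = mean cell density of plate MIN control wells and 100% = no cells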
Autophagy mod cell loss 18 h – further read-out of Autophagy mod, marked with its call; toxicity, %; measured here: cell loss, nuclei count;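 cell loss after 18 h compound exposure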
* marks the source's active call; other numbers are inactive results; i = inactive; nt = no result given; & = joins results of further samples.

Below each SMILES – P. falciparum M17LAP, MT stabilizer, MT stabilizer Hoechst-high %, MT stabilizer cytotoxicity %, M1AAP inhibition, Autophagy mod, Autophagy mod cell loss 18 h, T cell modulator, T cell modulator vesicle-bound %, WT yeast gro inh, WT yeast gro inh mutant strain, b-catenin transl, b-catenin transl cell count 5 µM, Yfh1-off respiration, Dynein cargo inh, Dynein cargo inh cytoplasmic EGFP, Dynein cargo inh nuclear GR-EGFP, Dynein cargo inh cell count
- CC1=C(C#N)C(c2ccccc2O)C(C#N)=C(C)N1
→ -10.1%, 3.2, 2.4, 8.1, 0.5%, i, -2.8, i, 32.2, 1.3, -7.5, -3.3, 1024, nt, -0.762, -0.15, -0.333, 0.18
- CCCCCSc1nnc(-c2ccccc2N)c(=O)[nH]1
→ 28.4%, 2.7, 2.3, 5.6, -2.8%, i, 0.9, i, 41.2, 48.3, 38.3, nt, nt, i, 0.112, -0.253, -0.0908, -0.28
- COc1ccc(-c2nnc(SCCOc3cccc(C)c3)n2N)cc1
→ -8.1%, 2.9, 1.4, 8.5, -3.1%, i, 11.0, i, 19.6, -6.1, -6.4, -5.3, 1101, i, 0.352, -0.313, 0.419, -0.0919
- Cc1ccc(NC(=O)c2cc(S(=O)(=O)NCCC3=CCCCC3)ccc2F)cc1
→ -5.9%, 2.4, 2.3, 15.4, 2.8%, i, 26.5, i, 53.8, 55.3, 15.4, 0.0, 1104, i, -0.0556, -0.216, 0.137, -0.505
- Cc1cc(C(F)F)n2nc(C(=O)Nc3ccc(S(=O)(=O)NC45CC6CC(CC(C6)C4)C5)cc3)nc2n1
→ -7.4%, 3.7, 1.6, 5.6, 0.6%, i, 0.5, i, 53.2, -1.6, -19.6, 0.7, 1098, i, 1.22, -0.0693, 1.37, -0.98
- CCCCNC(=O)CSc1nc2ccccc2c(=O)n1Cc1ccc2c(c1)OCO2
→ -3.2%, 2.6, 1.6, 2.3, 2.4%, i, -4.9, i, 41.3, -22.0, -23.3, nt, nt, i, -0.155, -0.0387, -0.531, -0.828
- CCN(CC)C(=O)CN1CCN(c2ncccn2)CC1
→ 6.5%, 5.9, 3.4, 3.7, 1.9%, i, -6.1, i, 8.3, -9.6, -6.8, -2.9, 775, nt, -0.299, -0.137, 0.165, -0.319
- CCCOC(=O)c1cc(-c2ccc(C=O)o2)ccc1Cl
→ 13.5%, 7.8, 3.3, 2.2, 12.2%, i, -12.7, i, 37.5, 2.6, -22.6, -2.6, 971, i, 0.881, -0.257, 0.156, -0.478
- O=C(NC(CSCc1ccccc1)C(=O)N/N=C/c1ccc(O)cc1O)c1ccc([N+](=O)[O-])cc1 (stereo unspecified)
→ 2.9%, 1.9, 0.8, 23.1, -6.8%, i, 33.5, i, 6.6, 9.3, -26.4, 5.3, 1101, i, -0.679, 0.543, 0.0672, 0.616
- CC1(C)CN=c2s/c(=C\c3ccc(Cl)cc3)c(=O)n2C1
→ 16.2%, 2.3, 2.3, 0.6, 4.9%, i, 2.0, i, 37.8, 28.6, 32.0, -3.0, 936, i, 0.296, -0.279, 0.314, -0.237
- Cc1nc(N2CCN(C(=O)COc3ccccc3)CC2)c2c(C)c(C)sc2n1
→ 10.3%, 1.4, 0.8, 8.2, -0.5%, i, -1.0, i, 38.5, 9.5, -17.6, 1.5, 985, i, -0.845, -0.0744, -0.21, 0.325
- CCN(CC)S(=O)(=O)c1cccc(-c2nnc(SC(C)C(N)=O)n2CCc2ccccc2)c1 (stereo unspecified)
→ 3.6%, 2.3, 1.5, 5.0, 3.0%, i, -6.6, i, 20.2, 9.3, 17.7, nt, nt, i, -0.221, 0.00619, 0.0276, 0.741
- COc1ccc(N2CCN(C(=O)CCNS(=O)(=O)c3ccc4c(c3)CCC(=O)N4)CC2)cc1
→ 6.2%, 3.6, 1.9, 2.1, 0.1%, i, 5.3, i, 51.3, -12.4, -11.5, 9.8, 786, i, 0.599, -0.217, 0.874, 0.127
- CCC(=O)C1CCCN(C(=O)c2ccc(OC3CCN(C(=O)c4cccnc4)CC3)cc2)C1 (stereo unspecified)
→ 2.6%, 3.1, 2.0, 6.8, -4.3%, i, 16.9, i, 2.4, 5.5, 12.5, 2.5, 1010, i, -0.643, -0.0481, -0.203, 0.377
- COc1ccc(NC(=S)NC23CN4CN(CN(C4)C2)C3)cc1
→ 4.9%, 4.1, 3.4, 5.8, 5.6%, i, -4.0, i, 43.8, -8.6, 13.3, nt, nt, i, 0.089, -0.284, -0.144, -0.097
- Cc1nc(CS(=O)(=O)c2ccccc2)cc(N2CCN(c3ccccc3F)CC2)n1
→ -2.5%, 3.4, 2.2, 4.7, 2.0%, i, -0.5, i, 27.3, -3.4, -22.6, -0.4, 1066, i, -0.412, 0.125, -0.14, 1.69
- O=C(Nc1nccs1)c1cncc(Br)c1
→ -3.6%, 3.0, 2.0, 6.0, 3.8%, i, 6.2, i, 50.9, 17.1, -4.0, -3.0, 1062, i, 0.584, -0.342, 0.794, -0.682
- Cc1ccc(/C=N/Nc2ccnc3cc(Cl)ccc23)c(C)c1
→ 2.2%, 14.1, 26.2, 29.7, -4.0%, i, -21.6, i, 62.2, 98.0, 99.5, -1.5, 1060, i, 0.244, -0.23, 0.203, -0.262
- COc1cccc(CNS(=O)(=O)c2cn(C)cn2)c1
→ -10.7%, 5.3, 2.0, 6.0, -2.1%, i, 0.8, i, 58.2, -8.3, -3.5, -0.1, 969, nt, -0.305, -0.198, 0.112, 0.0177
- CC(=O)N/C(=C\c1ccccc1Cl)C(=O)O
→ 10.0%, 3.6, 1.8, 5.8, -0.4%, i, -7.6, i, 48.7, -7.3, -7.0, 3.9, 515, i, 0.998, -0.116, 1.03, -1.64
- N#CC1=C(N)N(c2ccccc2C#N)C2=C(C(=O)CCC2)C1c1ccsc1 (stereo unspecified)
→ -4.5%, 4.8, 2.2, 7.8, 4.0%, i, -9.5, i, 19.5, 14.4, 16.9, nt, nt, i, 0.9, -0.151, 0.611, 0.523
- O=C(CCN1CCOCC1)NNC(=O)/C(=C/c1ccccc1)NC(=O)c1ccccc1
→ -9.6%, 4.9, 1.6, 9.0, 5.0%, i, -8.6, i, 24.8, -6.0, -21.6, -1.1, 1099, i, 0.0869, -0.188, 0.108, 0.174
- C=CCn1c(SCCOc2ccc(OC)cc2)nnc1C(C)NC(=O)c1ccc(OC)cc1 (stereo unspecified)
→ -2.6%, 1.3, 1.3, 5.5, -10.3%, i, -3.8, i, 56.9, 18.2, 9.4, nt, nt, i, 0.283, 0.127, 0.504, -0.24
- O=C(c1ccco1)N1CCN(S(=O)(=O)c2ccc3c(c2)CCN3C(=O)C2CCC2)CC1
→ 0.9%, 3.8, 1.6, 10.7, 5.4%, i, 0.4, i, 29.9, 36.9, 14.7, -0.5, 1199, i, -0.0664, -0.226, 0.266, 1.24
- COc1cc2c(cc1OC)C(c1ccc(C)o1)CC(=O)N2 (stereo unspecified)
→ 1.3%, 2.9, 2.6, 5.6, 10.2%, i, -9.8, i, 37.5, -11.8, 6.2, -1.6, 1085, i, 0.182, -0.249, 0.326, 0.838
- O=C1CC(c2ccccc2)CC(O)=C1C=NCCN1CCOCC1 (stereo unspecified)
→ -9.6%, 1.6, 2.7, 6.2, 5.6%, i, 20.1, i, 17.9, -1.3, -25.7, 0.4, 1095, i, -1.39, -0.281, -0.0804, 0.784
- CC(C)Oc1ccc(C(=O)NCc2ccco2)cc1
→ 12.4%, 2.4, 1.0, 4.3, 0.5%, i, -4.3, i, 0.9, 2.1, 3.4, -1.8, 1208, i, 0.979, -0.268, -0.436, -0.295
- COc1ccc(C2C(=O)N(C3CCCCC3)CC(=O)N2Cc2ccc3c(c2)OCO3)cc1 (stereo unspecified)
→ 9.9%, 2.3, 2.0, 7.7, -7.7%, i, 2.8, i, 29.8, 1.4, -11.7, -4.8, 941, nt, -0.651, -0.23, -0.207, 1.43
- COC(=O)c1ccc(/C=C(\C#N)c2ccccn2)cc1
→ -5.1%, 3.2, 3.1, 2.5, 6.2%, i, 0.6, i, 31.3, 17.7, 25.0, 3.1, 1050, i, -0.399, 0.0607, -0.21, -0.0843
- CC1CCc2c(sc3nc4n(c(=O)c23)CCS4)C1 (stereo unspecified)
→ 8.3%, 1.6, 1.5, 8.8, 2.6%, i, 5.0, i, 29.6, 15.8, 12.1, 1.5, 998, i, 0.712, -0.353, 0.0522, 1.36
- COc1ccc(-c2noc(CNC(=O)Nc3ccc(F)cc3)n2)cc1
→ 0.2%, 6.4, 1.0, 9.5, 4.8%, i, 21.7, i, 61.9, 12.1, 10.1, -3.6, 1088, i, 1.23, -0.276, 1.22, -1.08
- CSc1nc(C)cc(OCC(=O)N/N=C/c2ccccc2O)n1
→ -33.4%, 16.6*, 24.3*, 36.9*, 11.5%, i, 27.2, i, 47.6, -13.6, -16.9, 94.1*, 357*, i, 2.98, -0.113, 1.37, -1.93
- CC1=CC(C)(C)Nc2ccccc21
→ -3.9%, 5.1, 1.9, 10.3, -10.4%, i, 27.1, i, 23.0&15.9, 0.7, -3.0, 0.1, 1219, i, 1.11, -0.292, 0.24, -0.428
- COc1ccc(-n2nc(N)c(C(N)=O)n2)cc1
→ -74.5%, 1.6, 1.5, 3.1, -6.4%, i, 20.0, i, 23.8, 15.4, 15.4, -5.8, 1047, i, 0.946, -0.204, 0.375, -0.688

Source: PubChem
